Screens deposited in PubChem BioAssay by Sanford-Burnham Center for Chemical Genomics.
MPTP block: mitochondrial permeability transition pore inhibitors, primary screen, biochemical, isolated mouse mitochondria, absorbance; Ca2+ swelling absorbance, 30 min; inhibition, % at 10 µM; actives 1.4% (n = 360,000); AID 602449, 2012;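 active = inhibition of 50% or more, scaled per plate between neutral and stimulator controls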;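 also: 0% = DMSO wells given calcium and 100% = 1 mM EGTA wells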
hIAP inh: human IAP inhibitors, primary screen, biochemical, luminescence, uHTS; Intestinal-type alkaline phosphatase (Homo sapiens), P09923; purified IAP, CDP-Star luminescence, 30 min; inhibition, % at 10 µM; actives 0.12% (n = 330,000); AID 2544, 2010;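 active = inhibition reaching a set limit with compound at 10 µM in the primary screen, cut at about 35% in these data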;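 also: plate controls were DMSO wells with enzyme for no effect and no-enzyme buffer wells for full effect; values of inactives mirror those of a sister screen read the other way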
APOBEC3A inh: APOBEC3A ssDNA deaminase inhibitors, primary screen, selectivity assay for APOBEC3G inhibitor project, biochemical, FAM/TAMRA oligo cleavage fluorescence. DNA dC->dU-editing enzyme APOBEC-3A (Homo sapiens), P31941. recombinant A3A, FAM/TAMRA ssDNA deamination fluorescence. inhibition, % at 20 µM. actives 0.41% (n = 330,000);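 active = at least 40% inhibition at 20 µM here, with at most 30% in a related deaminase screen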;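 also: plate controls were A3A with DMSO for no effect and wells lacking A3A enzyme for full effect; some results filed as inactive read as strong as hits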
Target sequence (P31941 whole entry, looked up): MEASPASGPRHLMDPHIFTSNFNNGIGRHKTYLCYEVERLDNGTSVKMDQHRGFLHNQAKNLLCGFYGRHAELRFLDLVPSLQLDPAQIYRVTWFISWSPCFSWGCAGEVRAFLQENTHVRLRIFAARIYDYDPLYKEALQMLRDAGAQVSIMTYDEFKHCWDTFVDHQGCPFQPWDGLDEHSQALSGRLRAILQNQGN
hIAP activ: human IAP activators, primary screen, biochemical, luminescence, uHTS; activation factor at 10 µM; AID 2524, 2010; purified human IAP, CDP-Star luminescence, 30 min; stronger effect = higher value; 1 = vehicle-only enzyme, 0 = enzyme-free background; actives 0.16% (n = 330,000);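 active = activation factor of the enzyme at least 2-fold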; also: the source names both 10 and 20 µM as test concentration; values of inactives mirror those of a sister screen read the other way
mIAP inh: inhibitors of mouse IAP, primary screen, biochemical, luminescence, uHTS | intestinal alkaline phosphatase [Mus musculus] | purified mouse IAP, CDP-Star luminescence, 30 min | inhibition, % at 10 µM | actives 0.2% (n = 330,000) | AID 2806, 2010;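 active = inhibition of at least 40% at 10 µM in the primary screen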;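 also: plate controls were DMSO with enzyme for no effect and no enzyme wells for full effect; values of inactives mirror those of a sister screen read the other way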
A3G deaminase: APOBEC3G DNA deaminase inhibitors, primary screen, biochemical, fluorescence, single-stranded DNA substrate, uHTS; AID 493012, 2011; inhibition, % at 20 µM; DNA dC->dU-editing enzyme APOBEC-3G (Homo sapiens), Q9HC16; recombinant A3G, ssDNA deamination FAM/TAMRA fluorescence; actives 0.28% (n = 330,000);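 active = inhibition of at least 40% at 20 µM, with no more than 30% in the related APOBEC3A deaminase screen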;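 also: plate controls were DMSO wells with A3G for no effect and wells lacking A3G enzyme for full effect; some compounds called inactive have numbers as strong as hits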
Target sequence (Q9HC16 whole entry, looked up): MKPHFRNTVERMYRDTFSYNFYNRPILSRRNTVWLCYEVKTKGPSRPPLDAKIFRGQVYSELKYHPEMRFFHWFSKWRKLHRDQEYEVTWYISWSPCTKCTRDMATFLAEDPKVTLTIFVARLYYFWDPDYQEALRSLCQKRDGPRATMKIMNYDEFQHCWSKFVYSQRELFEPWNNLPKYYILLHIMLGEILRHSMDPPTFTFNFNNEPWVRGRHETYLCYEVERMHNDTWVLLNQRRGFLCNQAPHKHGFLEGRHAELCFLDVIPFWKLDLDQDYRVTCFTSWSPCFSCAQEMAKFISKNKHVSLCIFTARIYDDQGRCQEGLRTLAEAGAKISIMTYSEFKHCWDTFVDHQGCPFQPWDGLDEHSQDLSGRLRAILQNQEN
NR3A LBD binder: binders of NR3A ligand-binding domain, primary screen, biophysical, differential scanning fluorimetry, uHTS. Glutamate receptor ionotropic, NMDA 3A (GRIN3A) ligand-binding domain. NR3A LBD differential scanning fluorimetry, Tm shift; 0% = protein alone, 100% = glycine-bound protein. Tm shift relative to glycine control, % at 25 µM. actives 2.5% (n = 340,000);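 active = melting temperature shift of at least 10% of the positive control shift, at one fixed dose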
mIAP activ: activators of mouse IAP, primary screen, biochemical, luminescence, uHTS | intestinal alkaline phosphatase [Mus musculus] | muIAP, CDP-Star luminescence, 30 min; stronger effect = higher value; 1 = vehicle-only enzyme signal, 0 = enzyme-free wells | activation factor at 10 µM | actives 0.24% (n = 330,000);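 active = activation factor of at least 2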; also: the source names both 10 and 20 µM as test concentration; values of inactives mirror those of a sister screen read the other way
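Assay system: mouse IAP enzyme; reagent: chemiluminescent substrate CDP-Star; dosing: test compounds delivered from DMSO solution; schedule: 30 min at room temperature; measured by: luminescence from enzymatic CDP-Star hydrolysis; controls: DMSO-only wells and no-enzyme negative control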
MIN6 prolif: inducers of MIN6 beta-cell proliferation, primary screen, ATP luminescence, uHTS; MIN6 cells proliferation, ATPlite luminescence, 48 h; cells starved in 0.2% serum; 100% = growth in 10% serum; proliferation, % at 10 µM; actives 0.29% (n = 330,000); AID 2380, 2010;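 active = compounds whose signal lies at least 3.5 SD above the mean of all wells on their plate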;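 also: 0% = DMSO-treated cells in low-serum medium and 100% = 10% serum control; some compounds called inactive have numbers as strong as hits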
An asterisk follows results filed as active; nt = no result given.

SMILES | MPTP block | hIAP inh | APOBEC3A inh | hIAP activ | mIAP inh | A3G deaminase | NR3A LBD binder | mIAP activ | MIN6 prolif
CC(C)c1ccc(NC(=O)CN2CCN(C(=O)C3CCCO3)CC2)cc1 (centres undefined) | 0.7 | -6 | 5 | 1.1 | 9 | -3 | -2 | 0.91 | -2
Nn1c(SCC(=O)Nc2c(Cl)cccc2Cl)nncc1=O | -1.1 | -12 | -3 | 1.1 | 8 | -2 | 1 | 0.92 | 4
Nc1cccc(Oc2cnccn2)c1 | 0.4 | -4 | -1 | 1 | -6 | -4 | 2 | 1.1 | 2
Cn1c(CCN2CCCCC2)nc2cc(NS(=O)(=O)c3ccc(Cl)cc3)ccc21 | 0.5 | -9 | 1 | 1.1 | 4 | -2 | 2 | 0.96 | -3
Cc1nn(-c2ccccc2)c(N2CCCCC2)c1/C=N/NC(=O)c1ccncc1 | 1.2 | -10 | -1 | 1.1 | -6 | -3 | 0 | 1.1 | 2
O=C(N/N=C/c1cccc([N+](=O)[O-])c1)c1c[nH]c2ccccc12 | 2.8 | -11 | 0 | 1.1 | 5 | 6 | 27* | 0.95 | -2
c1ccc(-n2cnc3cc(NCc4ccccn4)ccc32)cc1 | -1.2 | -3 | -3 | 1 | 0 | -1 | 2 | 1 | 0
CCOc1ccc(CC(=O)N/N=C/c2sccc2C)cc1 | -0.8 | -3 | 2 | 1 | 1 | -2 | 1 | 0.99 | -1
COc1ccc(C2CC(=O)OC3=C2C(=O)CC(C)(C)C3)c(OC)c1 (centres undefined) | -4.2 | 6 | 3 | 0.94 | 6 | -1 | 0 | 0.94 | -1
COC(=O)CSc1nnc(CNS(=O)(=O)c2ccc(C)cc2)n1C | 1.9 | 13 | -1 | 0.87 | 4 | 0 | 0 | 0.96 | 3
NC(=O)COC(=O)c1ccccc1OCc1ccc(Cl)cc1 | 0.2 | 8 | 8 | 0.92 | -2 | 4 | -1 | 1 | 1
Cc1ccccc1NC(=O)C1CCCN(S(=O)(=O)c2c(C)noc2C)C1 (centres undefined) | 0.8 | 12 | 5 | 0.88 | -11 | 2 | -1 | 1.1 | 1
COCCNc1nc(-c2cc(-c3ccc(Cl)cc3)on2)cc(C(C)C)n1 | -0.2 | 4 | -5 | 0.96 | 10 | -13 | -6 | 0.9 | -4
CC(=O)c1cccc(CN2CCC(CO)(Cc3ccccc3)CC2)c1 | 0.1 | -12 | 0 | 1.1 | 3 | 0 | -1 | 0.97 | 1
COc1ccc(-c2nnc(SCC(=O)N3CCCCC3)o2)cc1OC | -0.2 | 10 | -1 | 0.9 | 5 | -6 | 1 | 0.95 | 1
CCc1cc(C(=O)c2ccc(OC)cc2)c(NC(=O)CN2CCN(C)CC2)s1 | -0.4 | 6 | -4 | 0.94 | -10 | -4 | -1 | 1.1 | -4
O=C(C1CC(=O)N(c2ccccc2F)C1)N1CCOCC1 (centres undefined) | -0.9 | 9 | -1 | 0.91 | -9 | -4 | 1 | 1.1 | -1
CC(=O)Nc1ccc(-c2nc3cc(Cl)ccc3o2)cc1 | 2.0 | -9 | -3 | 1.1 | 0 | -10 | 6 | 1 | -3
CCOc1ccc(CN(C)CC(=O)NCc2ccccc2Cl)cc1 | -0.3 | -8 | 4 | 1.1 | 0 | -1 | 1 | 1 | -4
O=C(NN1C(=O)C2C(C1=O)C1C=CC2C12CC2)c1ccc(Cl)cc1 (centres undefined) | 0.0 | -6 | 2 | 1.1 | -7 | 0 | -1 | 1.1 | -1
CCOP1(=O)OCC2OC(n3cnc4c(N)ncnc43)C(O)C2O1 (centres undefined) | -0.6 | 20 | -1 | 0.8 | 2 | -6 | 4 | 0.98 | 1
CC(C)Sc1ncc(S(=O)(=O)c2ccccc2)c(=O)[nH]1 | -0.8 | 8 | -1 | 0.92 | -7 | -8 | 1 | 1.1 | -3
C/C(=N\S(=O)(=O)c1ccc(C)cc1)NC(=S)Nc1ccc(C)cc1 | 2.9 | 3 | 1 | 0.97 | 2 | -3 | -5 | 0.98 | 0
COc1ccc(C(=NN)c2ccc(OC)cc2)cc1 | -3.8 | 8 | -2 | 0.92 | 2 | -1 | 1 | 0.98 | -2
Cc1ccc(OCC(=O)NNC(=O)c2ccc(-n3cncn3)c([N+](=O)[O-])c2)cc1 | 0.3 | -1 | -2 | 1 | 4 | -2 | 0 | 0.96 | -5
CCNC(=O)C1CC(=O)N(CCCc2ccccc2)C(=Nc2ccccc2)S1 (centres undefined) | 3.2 | 13 | 2 | 0.87 | -1 | -4 | -1 | 1 | -2
CN(CC(=O)N1CCN(c2ccccc2)CC1)C1CCCc2ccccc21 (centres undefined) | 1.1 | 0 | -3 | 1 | 8 | -6 | -1 | 0.92 | 0
CC1CN(CCc2ccccc2)c2nc3c(c(=O)n(CC(N)=O)c(=O)n3C)n2C1 (centres undefined) | -0.5 | -5 | -1 | 1 | -4 | 0 | 0 | 1 | -3
Cc1ccc(C)c(S(=O)(=O)N2CCN(C(=O)c3cccnc3)CC2)c1 | -1.4 | -3 | -2 | 1 | -4 | -8 | 0 | 1 | 4
N#C/C(=C\c1ccc(OCc2ccc(C(=O)O)cc2)cc1)C(=O)NCc1ccccc1 | -0.7 | 7 | -2 | 0.93 | 9 | -12 | 2 | 0.91 | -1
CCCCn1c(N)c(N(C(=O)CSc2nnnn2-c2ccccc2)C2CCCC2)c(=O)[nH]c1=O | 0.1 | 5 | 6 | 0.95 | -7 | 9 | 1 | 1.1 | -2
CC(CCCC(C)(C)O)NC(=O)c1ccc2oc(CCc3ccccc3)nc2c1 (centres undefined) | -0.3 | -42 | -2 | 1.4 | -2 | -2 | -2 | 1 | -2
O=c1[nH]c(SCc2cccc(Cl)c2)nc2ccccc12 | 1.9 | 19 | 1 | 0.81 | 3 | 0 | 0 | 0.97 | -3
Cc1ccc(C(=O)CSc2ccc(-c3cccnc3)nn2)cc1 | 1.5 | -25 | -2 | 1.2 | 3 | -6 | -4 | 0.97 | -2
Cc1cc(Cl)ccc1NC(=S)NC(C)(C)C | 0.2 | 2 | -3 | 0.98 | -12 | -8 | 1 | 1.1 | -5
CC(=O)N1CCN(S(=O)(=O)c2cccc(C(=O)NNC(=O)COc3ccc(F)cc3)c2)CC1 | -0.3 | -22 | -2 | 1.2 | 6 | -5 | 0 | 0.94 | 1

The list goes on; it opens with the five that closed the last part.
SMILES | MPTP block | hIAP inh | APOBEC3A inh | hIAP activ | mIAP inh | A3G deaminase | NR3A LBD binder | mIAP activ | MIN6 prolif
CC(CCCC(C)(C)O)NC(=O)c1ccc2oc(CCc3ccccc3)nc2c1 (centres undefined) | -0.3 | -42 | -2 | 1.4 | -2 | -2 | -2 | 1 | -2
O=c1[nH]c(SCc2cccc(Cl)c2)nc2ccccc12 | 1.9 | 19 | 1 | 0.81 | 3 | 0 | 0 | 0.97 | -3
Cc1ccc(C(=O)CSc2ccc(-c3cccnc3)nn2)cc1 | 1.5 | -25 | -2 | 1.2 | 3 | -6 | -4 | 0.97 | -2
Cc1cc(Cl)ccc1NC(=S)NC(C)(C)C | 0.2 | 2 | -3 | 0.98 | -12 | -8 | 1 | 1.1 | -5
CC(=O)N1CCN(S(=O)(=O)c2cccc(C(=O)NNC(=O)COc3ccc(F)cc3)c2)CC1 | -0.3 | -22 | -2 | 1.2 | 6 | -5 | 0 | 0.94 | 1
CCCN1C(=O)c2ccccc2NC1c1ccc(OC)cc1OC (centres undefined) | 0.7 | 0 | 3 | 1 | 3 | -1 | -4 | 0.97 | -2
COc1ccc(N2CCN(C(=O)NC(=O)c3ccc(Cl)cc3)CC2)cc1 | -0.8 | 14 | 3 | 0.86 | -15 | 3 | 2 | 1.2 | 1
Cn1ccc(NC(=O)c2ccc(Cl)cc2)n1 | 0.6 | 4 | 0 | 0.96 | -4 | 0 | 2 | 1 | -3
COCCCNC(=O)CSC1=Nc2ccccc2C2=NC(c3ccccc3)C(=O)N12 (centres undefined) | 1.0 | -4 | 1 | 1 | -12 | 1 | 0 | 1.1 | 1
Cc1cc(C)cc(NC(=S)NCc2cccs2)c1 | 5.4 | -2 | -1 | 1 | -51 | -1 | -11 | 1.5 | -4
CCOC(=O)c1c(N2C(=O)Nc3ccccc3N2O)n[nH]c1-c1cccc(Cl)c1 | -0.1 | 2 | -1 | 0.98 | 2 | -6 | -3 | 0.98 | 0
CCOC(=O)c1cc(CNC(=O)c2c(C)oc3c2CCCC3)c(C)o1 | -0.5 | 9 | -1 | 0.91 | 11 | -2 | 0 | 0.89 | -1
Cc1ccc2c(=O)n3c(nc2c1)C(Cc1ccc(O)cc1)NC(=O)c1ccc(Cl)cc1-3 (centres undefined) | nt | -14 | -1 | 1.1 | -1 | -3 | nt | 1 | -4
COc1cccc(NC(=O)c2cccc(S(=O)(=O)N3CCN(Cc4ccccc4)CC3)c2)c1 | 0.4 | -27 | 0 | 1.3 | 2 | -10 | 2 | 0.98 | -4
CC(=O)Nc1cccc(N2C(=O)CCC2=O)c1 | 0.1 | 1 | -1 | 0.99 | -8 | -8 | -1 | 1.1 | 0
O=S(=O)(Nc1ccncc1Cl)c1cc(Cl)ccc1Cl | 8.9 | -3 | -4 | 1 | -5 | -7 | -3 | 1.1 | 0
CN(C)Cc1c(C(=O)N/N=C/c2ccccc2OCc2c(F)cccc2Cl)nnn1-c1nonc1N | 0.2 | 8 | 1 | 0.93 | 12 | -2 | 1 | 0.88 | -2
COc1ccc(CCn2c(C)cc(C(=O)COC(=O)c3ccc(NC(=O)CC#N)cc3)c2C)cc1 | 1.4 | -16 | 2 | 1.2 | 6 | -5 | 8 | 0.94 | 1
COc1ccc(-c2cc(=O)oc3cc(OCC(=O)NCC4CCC(C(=O)O)CC4)ccc23)cc1 (centres undefined) | 1.6 | 20 | -1 | 0.8 | -10 | 6 | -1 | 1.1 | -3
CCOc1cc(C(=O)N2CCN(C/C=C/c3ccccc3)CC2)cc(OCC)c1OCC | -0.2 | 12 | 0 | 0.88 | 1 | 1 | 2 | 0.99 | -3
Cc1cc(NC(=O)C2CCN(C(=O)c3ccco3)CC2)ccc1Br | 3.3 | 4 | 1 | 0.96 | -11 | -6 | -1 | 1.1 | 0
CCN(CC)C(=O)Cc1cc(C(=O)O)c2ccccc2n1 | -2.6 | -103 | -5 | 2* | -8 | -4 | nt | 1.1 | -1
CCOC(=O)CNC(=S)N(CCCN1CCN(C)CC1)Cc1cccs1 | -0.4 | -20 | -3 | 1.2 | -8 | -5 | 1 | 1.1 | -4
CCOC(=O)c1c(C)nc2sc3c(=O)n(-c4ccc(C(C)=O)cc4)cnc3c2c1-c1ccc(OC)cc1 | -1.2 | -9 | 2 | 1.1 | 5 | -1 | 1 | 0.95 | -4

An unsorted share of the library; 5% or so of the library scored in one or more.
